# High-throughput results from PubChem BioAssay.
# NFkB transloc pot: enhancers of NFkB p65 translocation in HUVEC – imaging, IL-1B stimulus, high-content imaging, primary screen. HUVEC IL-1B NFkB p65 nuclear translocation imaging. actives 0.3% (n = 94,000). activation, % at 2 µM;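 active = activation above 40%, about the mean plus 3 SD, also judged a hit on visual image review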;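 also: percent activation is computed from the nuclear over cytoplasmic p65 intensity ratio; values of inactives mirror those of a sister screen read the other way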
# Bcl-B displacement: displacers of TR3 peptide from Bcl-B, primary screen, selectivity assay for Bfl-1 inhibitor project, biochemical, fluorescence polarization; FP displacement of FITC-TR3 peptide from Bcl-B; higher % means a stronger effect; one-dose displacement, % at 20 µM; IC50 in µM for titrated hits; actives 0.11% (n = 96,000); AID 748, 2007;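 active = displacement above 50% at 20 µM plus a fluorescence interference ratio under 1.5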;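 also: plate controls were wells without compound for no effect and wells lacking Bcl-B protein for full effect; a part of the inactive calls stands beside numbers as strong as those of hits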
# NFkB transloc inh: inhibitors of IL-1B driven NFkB p65 nuclear import, primary screen, imaging, HUVEC, IL-1B stimulus, high-content imaging; HUVEC IL-1B NFkB p65 nuclear translocation imaging; inhibition, % at 2 µM; actives 0.43% (n = 94,000); AID 796, 2007;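 active = inhibition above about 30% together with a positive call from visual inspection of the well image, limit read from the data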;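 also: nuclear over cytoplasmic p65 intensity ratio measured by imaging; 0% = IL-1B stimulated DMSO wells and 100% = unstimulated DMSO wells; values of inactives mirror those of a sister screen read the other way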
# PLAP inhibition: PLAP enzyme inhibitors, biochemical, luminescence, HTS (AID 690); one-dose inhibition, % at 20 µM; IC50 in µM for titrated hits; purified PLAP, luminescent substrate; higher % means a stronger effect; actives 0.08% (n = 96,000); Alkaline phosphatase, placental type (Homo sapiens); in the data active = a potency from the dose series; inactive = the rest, 99 in 100 with inhibition below about 30%; also: strong numbers were not always called active
# MRP reversal: reversal of MRP1-mediated doxorubicin resistance, primary screen, H69AR cells, doxorubicin co-treatment | differential viability (reversal), % at 10 µM | AID 602, 2007 | H69AR cells + 2 uM doxorubicin, CellTiter-Glo, 72 h | actives 0.04% (n = 85,000);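 active = viability drop by adding the cancer drug above about 55%, with treated viability meeting a 40% cutoff, limit read from the data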;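 also: viability without doxorubicin minus viability with 2 µM doxorubicin for each compound; larger differential means the compound sensitizes cells more to doxorubicin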
# MRP reversal cytotoxicity: further read-out of MRP reversal, marked with its call; viability, %; H69AR cells, CellTiter-Glo, 72 h; measured here: cytotoxicity without doxorubicin
# MRP reversal with doxorubicin: recorded beside MRP reversal, whose call it bears; viability, %; measured here: viability with 2 uM doxorubicin; stronger effect = lower value
# NFkB transloc inh cell count 2 µM: recorded beside NFkB transloc inh, whose call it bears; cell count; measured here: cells passing quality filter;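 raw number of nuclei counted in each imaged well without normalization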
# NFkB transloc pot cell count 2 µM: recorded beside NFkB transloc pot, whose call it bears; cell count; measured here: cells passing quality filter
# The depositor's hits bear a star; · = no result given. These rows are one share of the data. The share of hits here may be higher or lower than overall.
Molecule	NFkB transloc pot	NFkB transloc pot cell count 2 µM	Bcl-B displacement	NFkB transloc inh	NFkB transloc inh cell count 2 µM	PLAP inhibition	MRP reversal	MRP reversal cytotoxicity	MRP reversal with doxorubicin
Cc1ccc2c(CC(=O)N3CCN(S(=O)(=O)c4cccs4)CC3)coc2c1	4	193	-54%	-4	193	-54%	·	·	·
CS(=O)(=O)N1CC(C(=O)NC2CCCC2)Oc2ccc(Cl)cc21 (stereo not given)	-9	141	-1%	9	141	-12%	·	·	·
CC(C)(C)N(Cc1ccccc1)C(=O)c1ccc2c(c1)OCCO2	14	127	3%	-14	127	-2%	14	102	88
COc1ccc(CCNC(=O)Cn2nnc(-c3cccs3)n2)cc1OC	0	201	1%	0	201	11%	-15	87	102
Cc1cc(C)c(NC(=O)CCCC(=O)O)c(Cl)c1	12	193	5%	-12	193	7%	18	115	97
Cc1cc(=O)oc2cc(OC(=O)CCN3C(=O)c4ccccc4C3=O)ccc12	3	175	-7%	-3	175	-2%	·	·	·
CC(=O)Nc1cccc(NS(=O)(=O)c2cccc3nsnc23)c1	·	·	-3%	·	·	10%	-17	77	94
CC(C)(C)c1ccc(C(=O)NCCC(=O)NCc2ccco2)cc1	14	138	1%	-14	138	·	14	88	74
CSCC[C@H](NC(=O)NCc1ccc(F)cc1)C(=O)O	6	160	-1%	-6	160	-8%	9	94	85
CC1(C)CC(=O)c2c(O)cc(OCc3ccc(Br)cc3)cc2O1	2	194	-13%	-2	194	-28%	-6	71	78
CCn1ncc(C2=NOC(C(=O)Nc3cccc(C(C)=O)c3)C2)c1C (stereo not given)	-11	112	7%	11	112	-3%	-3	80	84
CCc1nc2ccc(C)cc2c(C(=O)Oc2cccc3cccnc23)c1C	0	172	-2%	0	172	-32%	·	·	·
O=[N+]([O-])c1ccc(-c2ccc(C=Nc3cccc4ccccc34)o2)cc1	6	105	·	-6	105	·	-26	46	72
CCS(=O)(=O)NCCc1csc(-c2ccccc2)n1	-7	126	21%	7	126	7%	-7	90	97
Cc1ccc(-c2csc(NC(=O)COC(=O)c3cccc(S(=O)(=O)N4CCOCC4)c3)n2)cc1	-5	175	1%	5	175	-1%	21	101	80
CCC(C)NC(=O)c1cnn2c1NC(c1cccs1)CC2C(F)(F)F (stereo not given)	13	84	1%	-13	84	8%	17	103	86
Cc1cc(C)nc(SCc2ccccc2C#N)n1	5	114	-7%	-5	114	11%	10	94	85
CCCNc1cc(=O)n(C)c(=O)n1C	-6	185	7%	6	185	12%	-35	74	109
Cc1ccc(C(=O)N/N=C/c2ccc([N+](=O)[O-])s2)cc1	9	170	-22%	-9	170	0%	-7	20	27
Cc1ccc(-n2c(C)cc(/C=C(\C#N)C(=O)NCC3CCCO3)c2C)cc1 (stereo not given)	9	149	2%	-9	149	-17%	·	·	·
O=c1ccc(Br)c[nH]1	-7	79	7%	7	79	-13%	8	92	84
O=C(NCc1ccco1)c1ccc(CN2CCOCC2)cc1	-11	162	9%	11	162	-24%	6	91	85
N#CCCn1cc(/C=N/O)c(-c2ccccc2)n1	-2	185	-3%	2	185	-22%	-4	90	94
CC(C)n1c(CN2CCN(C)CC2)nc2c1c(=O)n(C)c(=O)n2C	-6	144	·	6	144	·	2	96	93
Cn1cnnc1SCC(=O)Nc1ccc2nc(SCc3ccccc3)sc2c1	-8	55	-8%	8	55	-65%	-17	46	63
CCOC(=O)C1=C(O)/C(=C/c2ccc(CNC(=O)C(=O)Nc3ccc(C)cc3)o2)N=C1C	6	194	-25%	-6	194	-14%	0	36	36
COc1ccc(Oc2c(C)oc3cc(OC(=O)N4CCOCC4)ccc3c2=O)cc1	8	108	-5%	-8	108	-17%	-2	95	97
CCN(CC(=O)Nc1ccc(S(N)(=O)=O)cc1)S(=O)(=O)c1cc(C)ccc1OC	-7	183	-4%	7	183	-7%	41	104	63
CC(=O)N1CCN(C(=S)c2ccc([N+](=O)[O-])cc2)CC1	-4	122	-3%	4	122	13%	·	·	·
COc1ccc2c(c1OC)C(=O)N1C2SC[C@H]1C(=O)NC1CC(C)(C)NC(C)(C)C1 (stereo not given in full)	-1	111	2%	1	111	5%	10	100	90
Brc1ccc(-c2nc(-c3ccccn3)no2)o1	6	182	-5%	-6	182	1%	-3	77	80
CCOCC(=O)Nc1nnc(C2CCCCC2)s1	25	135	0%	-25	135	5%	-7	74	81
COc1ccc(Cl)cc1-n1c(N)c(C(N)=O)sc1=S	2	106	18%	-2	106	2%	-5	97	102
Cc1cc(=O)[nH]c(SCC(=O)Nc2ccc(Br)cc2)c1C#N	10	162	0%	-10	162	-7%	7	31	24
CC(C)N=Cc1c(O)[nH]c2ccccc12	12	174	1%	-12	174	28%	13	109	96
COC(=O)c1[nH]c2ccc(C)cc2c1NC(=O)CN1CCCc2ccccc21	12	166	26%	-12	166	28%	7	68	61
O=c1[nH]c(N2CCc3ccccc3C2)nc2c1CCCC2	37	134	·	-37	134	·	-5	78	83
O=C(O)CSc1cnc2ccccc2n1	8	139	5%	-8	139	-12%	-18	94	112
CC1CN(c2cc3nccnc3cc2F)CC(C)O1 (stereo not given)	6	116	-4%	-6	116	11%	-1	101	102
Cc1ccc(C2CC(=O)c3cnc(N4CCc5ccccc5C4)nc3C2)cc1 (stereo not given)	7	170	0%	-6	170	-2%	11	94	83

# In a second layout: entries from further up.
# Results follow in this order: NFkB transloc pot, NFkB transloc pot cell count 2 µM, Bcl-B displacement, NFkB transloc inh, NFkB transloc inh cell count 2 µM, PLAP inhibition, MRP reversal, MRP reversal cytotoxicity, MRP reversal with doxorubicin
- O=c1ccc(Br)c[nH]1
    -7, 79, 7%, 7, 79, -13%, 8, 92, 84
- O=C(NCc1ccco1)c1ccc(CN2CCOCC2)cc1
    -11, 162, 9%, 11, 162, -24%, 6, 91, 85
- N#CCCn1cc(/C=N/O)c(-c2ccccc2)n1
    -2, 185, -3%, 2, 185, -22%, -4, 90, 94
- CC(C)n1c(CN2CCN(C)CC2)nc2c1c(=O)n(C)c(=O)n2C
    -6, 144, ·, 6, 144, ·, 2, 96, 93
- Cn1cnnc1SCC(=O)Nc1ccc2nc(SCc3ccccc3)sc2c1
    -8, 55, -8%, 8, 55, -65%, -17, 46, 63
- CCOC(=O)C1=C(O)/C(=C/c2ccc(CNC(=O)C(=O)Nc3ccc(C)cc3)o2)N=C1C
    6, 194, -25%, -6, 194, -14%, 0, 36, 36
- COc1ccc(Oc2c(C)oc3cc(OC(=O)N4CCOCC4)ccc3c2=O)cc1
    8, 108, -5%, -8, 108, -17%, -2, 95, 97
- CCN(CC(=O)Nc1ccc(S(N)(=O)=O)cc1)S(=O)(=O)c1cc(C)ccc1OC
    -7, 183, -4%, 7, 183, -7%, 41, 104, 63
- CC(=O)N1CCN(C(=S)c2ccc([N+](=O)[O-])cc2)CC1
    -4, 122, -3%, 4, 122, 13%, ·, ·, ·

# Later entries
compound | NFkB transloc pot | NFkB transloc pot cell count 2 µM | Bcl-B displacement | NFkB transloc inh | NFkB transloc inh cell count 2 µM | PLAP inhibition | MRP reversal | MRP reversal cytotoxicity | MRP reversal with doxorubicin
O=C(Nc1nc2ccc(S(=O)(=O)N3CCCC3)cc2s1)C1CCCO1 (stereo not given) | 1 | 91 | -4% | -1 | 91 | 0% | 15 | 91 | 76
CCCCCn1c(=O)[nH]c2cc(C(=O)NCCCN3CCCCC3)ccc2c1=O | 22 | 138 | · | -22 | 138 | · | 2 | 103 | 101
Cc1cc(N2C(=O)C(O)=C(C(=O)c3ccco3)C2c2cccnc2)no1 (stereo not given) | -9 | 210 | -12% | 9 | 210 | 2% | -10 | 92 | 103
Cc1nc2ccc(Br)cn2c(=O)c1Cl | 7 | 131 | -5% | -7 | 131 | -5% | 9 | 100 | 90
Cc1c(-c2ccc(Cl)cc2)oc(=O)c2c(N)n(-c3ccccc3)nc12 | -1 | 151 | -15% | 1 | 151 | 11% | · | · | ·
COC(=O)c1[nH]c2ccccc2c1NC(=O)CN1CCN(C/C=C/c2ccccc2)CC1 | -13 | 170 | -7% | 13 | 170 | -76% | 25 | 48 | 23
c1ccc(-c2nc(NCc3ccco3)c3oc4ccccc4c3n2)cc1 | 1 | 160 | -18% | -1 | 160 | 1% | -6 | 67 | 73
COc1ccc(OC)c(S(=O)(=O)N2CCC(C(=O)NCc3ccccc3OC)CC2)c1 | 3 | 168 | -1% | -3 | 168 | -41% | 7 | 95 | 89
O=C(NCc1ccco1)c1cc2ccccc2c(=O)o1 | 16 | 114 | 14% | -16 | 114 | -2% | -4 | 99 | 102
CCOC(=O)CC(=O)CSc1nc(C)nc2c1oc1ccccc12 | 0 | 207 | -4% | 0 | 207 | -25% | 1 | 84 | 83
CCOC(=O)c1ccn(-c2nc(-c3ccco3)cc(C(F)(F)F)n2)n1 | · | · | 0% | · | · | -47% | 7 | 85 | 79
CNC(=O)c1cc2c(=O)n3cc(C)ccc3nc2n(C(C)C)c1=N | 4 | 185 | 27% | -4 | 185 | -11% | 18 | 88 | 70
C=CCOC(=O)C1=C(C)OC(N)=C(C#N)C1c1ccccc1F (stereo not given) | 22 | 189 | -10% | -22 | 189 | 20% | -9 | 61 | 71
O=C(Nc1ccncc1)c1cc2ccccc2o1 | 11 | 148 | 15% | -11 | 148 | 9% | -2 | 78 | 79
O=C(c1ccccc1)N1CCC(c2nc(-c3ccc(S(=O)(=O)N4CCOCC4)cc3)no2)CC1 | · | · | -8% | · | · | -38% | 4 | 90 | 86
O=C(c1cc2nc(-c3cccs3)cc(C(F)(F)F)n2n1)N1CCCc2ccccc21 | · | · | 7% | · | · | -4% | · | · | ·
C/C(=N\Nc1cc(-c2ccccc2)nc(-c2ccc(Br)cc2)n1)c1cccc(N)c1 | 15 | 165 | · | -15 | 165 | · | · | · | ·
O=c1c(-c2ccccc2)coc2c(CN3CCOCC3)c(O)ccc12 | · | · | 0% | · | · | 4% | 9 | 92 | 83
Cc1cc(-c2nnc(SCC(=O)NC3CCCC3)o2)no1 | 2 | 103 | -7% | -2 | 103 | -1% | -1 | 94 | 95
CO/N=C(/CS(=O)Cc1ccc(Cl)cc1)c1ccc(Cl)cc1 (stereo not given) | · | · | -4% | · | · | 19% | · | · | ·
CCOc1ccccc1NC(=O)N1C2CCCC1CC(NC(=O)C1CC1)C2 (stereo not given) | 4 | 112 | · | -4 | 112 | · | -3 | 87 | 91
CNC(=O)C1CCC(=O)N1Cc1ccc(C)cc1 (stereo not given) | 20 | 142 | 2% | -20 | 142 | 13% | · | · | ·
CC(=O)Nc1ccc(S(=O)(=O)N2CCSC2c2ccccc2Cl)cc1 (stereo not given) | -2 | 76 | 8% | 2 | 76 | 3% | · | · | ·
O=C(NCCCN1CCOCC1)c1cc(C(=O)C2CC2)c[nH]1 | 5 | 142 | 4% | -5 | 142 | -6% | · | · | ·
CN(C)/C=N/c1c(C#N)cnn1-c1ncnc2sc(-c3ccccc3)cc12 | 23 | 98 | -56% | -23 | 98 | -30% | -17 | 47 | 64
COC(=O)c1[nH]c2c(c1C)C(=O)CC(c1ccccc1)C2 (stereo not given) | -11 | 67 | 0% | 11 | 67 | 9% | -17 | 19 | 37
Cc1ccc(C)c(OCC(=O)N/N=C/c2c(C)nn(-c3ccccc3)c2Cl)c1 | 13 | 185 | -10% | -13 | 185 | -28% | · | · | ·
